IkB sig inh – inhibitors of IkB signaling in ABC-DLBCL cells; Potency, µM (titrated, usually from 57.1 µM), without a hit: at the top dose IkBa stabilization activation; AID 445; 0.04% of 110,000 active; ABC-DLBCL IkBa-CBG/CBR dual luciferase ratio, 4 h; response scale: scaled: untreated 0%, proteasome inhibitor 100%; active = well fitted curve in the direction sought with a large enough effect in the signal ratio, not every such curve was filed as active; inconclusive = small, poorly fitted or top-dose-only effect, or a change in a side signal; the % refers to the signal ratio;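 also: the direction sought is a rising ratio; 0% = basal untreated cells and 100% = reference inhibitor full response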
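Curves were fitted separately to fusion (green), unfused (red) and ratio luminescence, then classed by r2, magnitude and activity. Cells: OCI-Ly3, 4 h compound plus doxycycline at 37C; 10 uM MG-132 defined full response.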
Imprint erasure – inducers of genomic imprint erasure in mouse ES cells; mouse ES Peg3-LacZ reporter, beta-gal luminescence, 40 h; Potency, µM (series often up to 60.7 µM), without a hit: at the top dose activity change, positive = activation, most hits filed as activators; 0.02% of 110,000 active; AID 1948;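 also: 0% = negative control wells on the plate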
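Readout: BetaGlo luminescence (5 min, room temp) for LacZ from the normally silent maternal Peg3 allele in female Peg3LacZ-Neo ES cells. Cells 300/well, 40 h, 37C, 5% CO2. Data normalized per plate to negative controls.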
p53ts 39C tox – kills p53ts cells at the nonpermissive temperature; H1299-p53A138V viability at 39C, ATP luminescence, 24 h; 1.5% of 130,000 active; Potency, µM (series often up to 46.1 µM), without a hit: top-dose activity change, negative = cell killing, hits mostly cytotoxic; AID 902; also: nearly all actives have a fitted effect of over 55% in size
p53ts 32C kill – kills p53ts cells at the permissive temperature; 0.93% of 130,000 active; H1299-p53A138V at 32C, ATP luminescence viability, 24 h; Potency, µM (titrated, usually from 46.1 µM), inactives show at the top dose activity change, negative = cytotoxicity, most hits filed as cytotoxic;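 also: 0% = DMSO and -100% = full killing by reference compound; nearly all actives have a fitted effect of over 55% in size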
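Cells: H1299 p53ts (A138V), 600/well, pre-incubated 16–30 h at 37C. Cpd up to 46 uM, 24 h, 32C. Readout: ATPlite luminescence, 20 min RT. Normalization: DMSO vs tamoxifen 100 uM. AC50 by Hill equation.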
The depositor's hits bear a star; [ ] = dose if it differs, or a comment. Unless noted, calls follow the shape of the dose curve; as a rule, active = well fitted curve in the direction sought with a large enough effect; inconclusive = small, poorly fitted or top-dose-only effect, or another doubt; inactive = no such curve, though single readings can be large; an effect the other way counts as inactive or inconclusive. Unless noted, % is scaled to controls: 0 for no effect and ±100 for the full control effect; potency is read from the fitted curve at half-maximal effect.

Preview:
How did Cc1cccc(C)c1NC(=O)c1sc(-n2nc(C)c(Cc3ccccc3)c2C)nc1C do in these assays?
IkB sig inh: inconclusive; Imprint erasure: -20%[10.9 µM]; p53ts 39C tox: 19%; p53ts 32C kill: -3%

What do the screens show for `CC(C)S(=O)(=O)c1oc(-c2ccc(F)cc2)nc1S(=O)(=O)c1ccccc1`?
IkB sig inh: inconclusive; Imprint erasure: -42%[inhibitor][10.9 µM]; p53ts 39C tox: 0.79µM*; p53ts 32C kill: 4µM*

Results for COCCn1c(CN2CCN(c3ccccc3)CC2)nc2c1c(=O)n(C)c(=O)n2C ?
IkB sig inh: 1.3%; Imprint erasure: -8%; p53ts 39C tox: 2%; p53ts 32C kill: 1%

Main list, previewed entries included:
How did Cc1cccc(C)c1NC(=O)c1sc(-n2nc(C)c(Cc3ccccc3)c2C)nc1C do in these assays?
IkB sig inh: inconclusive; Imprint erasure: -20%[10.9 µM]; p53ts 39C tox: 19%; p53ts 32C kill: -3%

What do the screens show for `CC(C)S(=O)(=O)c1oc(-c2ccc(F)cc2)nc1S(=O)(=O)c1ccccc1`?
IkB sig inh: inconclusive; Imprint erasure: -42%[inhibitor][10.9 µM]; p53ts 39C tox: 0.79µM*; p53ts 32C kill: 4µM*

Results for COCCn1c(CN2CCN(c3ccccc3)CC2)nc2c1c(=O)n(C)c(=O)n2C ?
IkB sig inh: 1.3%; Imprint erasure: -8%; p53ts 39C tox: 2%; p53ts 32C kill: 1%

How did O=C(Cn1c(=O)n(CC(=O)NCc2ccccc2)c2ccccc21)NCc1ccccc1 do in these assays?
p53ts 39C tox: 13%; p53ts 32C kill: 4%

Results for Cc1ccc(-n2nnc(-c3nsc(NC(=O)c4ccc(C)c(C)c4)n3)c2C)cc1 ?
IkB sig inh: -1.2%; Imprint erasure: 4%[10.9 µM]; p53ts 39C tox: 16%; p53ts 32C kill: -1%

Results for CCCCCCCC/C=C\CCCCCCCC(=O)N[C@@H](CO)Cc1ccc(O)cc1 ?
IkB sig inh: inconclusive; Imprint erasure: -32%[inhibitor]; p53ts 39C tox: 32µM*; p53ts 32C kill: inconclusive

What do the screens show for `CCC(C)NC(=O)c1c2c(nc3ccccc13)C(=O)N(C1CCCCC1)C2` (stereo unspecified)?
IkB sig inh: 0.2%; Imprint erasure: -10%[10.9 µM]; p53ts 39C tox: -21%; p53ts 32C kill: 3%

How did O=C(CCC1N=C2c3ccccc3N=C(SCC(=O)Nc3cccc(Cl)c3)N2C1=O)NCc1ccco1 (stereo unspecified) do in these assays?
IkB sig inh: inconclusive; Imprint erasure: -5%[10.9 µM]; p53ts 39C tox: -10%; p53ts 32C kill: -4%

How did CCC(C)(C)NC(=O)C(c1ccncc1)N(Cc1ccc(C)cc1)C(=O)c1csnn1 (stereo unspecified) do in these assays?
p53ts 39C tox: 3%; p53ts 32C kill: 6%

What do the screens show for `ONC=Nc1cccc2nonc12`?
IkB sig inh: 4.8%; Imprint erasure: -7%; p53ts 39C tox: 3%; p53ts 32C kill: 10%

In the list so far, two contain a halogen:
What do the screens show for `CC(C)S(=O)(=O)c1oc(-c2ccc(F)cc2)nc1S(=O)(=O)c1ccccc1`?
IkB sig inh: inconclusive; Imprint erasure: -42%[inhibitor][10.9 µM]; p53ts 39C tox: 0.79µM*; p53ts 32C kill: 4µM*

How did O=C(CCC1N=C2c3ccccc3N=C(SCC(=O)Nc3cccc(Cl)c3)N2C1=O)NCc1ccco1 (stereo unspecified) do in these assays?
IkB sig inh: inconclusive; Imprint erasure: -5%[10.9 µM]; p53ts 39C tox: -10%; p53ts 32C kill: -4%

New compounds follow
How did CCCOc1ccc(Cc2nc(N)nc(N)n2)cc1 do in these assays?
IkB sig inh: -4.1%; Imprint erasure: -14%; p53ts 39C tox: 4%; p53ts 32C kill: 12%

What do the screens show for `O=C(Nc1ccon1)C(Sc1ccccc1)c1ccccc1` (stereo unspecified)?
IkB sig inh: 3.5%; Imprint erasure: -9%; p53ts 39C tox: -1%; p53ts 32C kill: -3%

How did COc1ccc(OCCCON2C(=O)c3ccccc3C2=O)cc1 do in these assays?
IkB sig inh: 0.3%; Imprint erasure: 2%; p53ts 39C tox: 0%; p53ts 32C kill: 1%

How did CCC(=O)N1c2ccccc2CC1C(=O)NCc1cc(Br)ccc1OC (stereo unspecified) do in these assays?
IkB sig inh: 0.7%; Imprint erasure: 7%[10.9 µM]; p53ts 39C tox: 24%; p53ts 32C kill: -3%

How did COCCN(CCOC)c1nc(C)nc2c1nc(-c1ccccc1)n2CCN(C)C do in these assays?
Imprint erasure: -10%; p53ts 39C tox: -1%; p53ts 32C kill: -6%

Results for O=C(NCc1ccc(Cl)cc1)c1cc2c(nc3sccn32)s1 ?
IkB sig inh: 2.5%; Imprint erasure: 7%; p53ts 39C tox: -13%; p53ts 32C kill: 2%

How did O=C(CN1CCN(c2ccccc2)CC1)Nc1nccs1 do in these assays?
IkB sig inh: -2.4%; Imprint erasure: -2%; p53ts 39C tox: 6%; p53ts 32C kill: 4%

What do the screens show for `Nc1ncnc2c1ncn2C1CCC(CO)C(O)C1` (stereo unspecified)?
IkB sig inh: 0.2%; Imprint erasure: -1%; p53ts 39C tox: 0%; p53ts 32C kill: 6%

What do the screens show for `COc1ccc(NS(=O)(=O)c2ccc(OC)c(OC)c2)cc1OC`?
IkB sig inh: 0.8%; Imprint erasure: -6%; p53ts 39C tox: 6%; p53ts 32C kill: 8%

How did O=C(CSc1nc(-c2ccco2)cc(C(F)(F)F)n1)Nc1ccc2c(c1)OCO2 do in these assays?
IkB sig inh: 0.2%; p53ts 39C tox: -7%; p53ts 32C kill: 25%

How did COc1ccc(Cl)cc1NC(=O)C1CC(=O)N(c2ccc(F)cc2)C1 (stereo unspecified) do in these assays?
IkB sig inh: 0.6%; Imprint erasure: inconclusive; p53ts 39C tox: 1%; p53ts 32C kill: 14%

Results for Cc1ccc(CNC(=O)c2ccc(CSCc3ccccc3C)o2)cc1 ?
IkB sig inh: inconclusive; Imprint erasure: -15%[10.9 µM]; p53ts 39C tox: -23%; p53ts 32C kill: -2%

Results for Oc1ccc(CNc2ccc(F)cc2)c2cccnc12 ?
IkB sig inh: inconclusive; Imprint erasure: -21%; p53ts 39C tox: 4%; p53ts 32C kill: 1%

What do the screens show for `Clc1ccccc1Nc1ncnc2c1nnn2Cc1ccccc1`?
IkB sig inh: 3.6%; Imprint erasure: -12%; p53ts 39C tox: -21%; p53ts 32C kill: 2%

Results for O[C@@](CCN1CCCCC1)(c1ccccc1)[C@@H]1C[C@H]2C=C[C@@H]1C2 ?
IkB sig inh: -0.2%[25.6 µM]; Imprint erasure: -10%[16.8 µM]; p53ts 39C tox: -4%[20.6 µM]; p53ts 32C kill: -1%[20.6 µM]

How did COc1ccc(C(=O)C(OC(=O)CNC(=O)c2ccco2)c2ccccc2)cc1 (stereo unspecified) do in these assays?
IkB sig inh: -0.5%; Imprint erasure: -2%; p53ts 39C tox: 9%; p53ts 32C kill: 1%

Results for O=C1CCCc2cc(S(=O)(=O)NCC3CCC(C(=O)Nc4ccc(Cl)cc4)CC3)ccc2N1 (stereo unspecified) ?
IkB sig inh: 0.1%; Imprint erasure: -14%[10.9 µM]; p53ts 39C tox: 22%; p53ts 32C kill: -2%

How did NC(=O)c1nsc(C(=O)N(CC(=O)NCc2ccc3c(c2)OCO3)C2CCCCC2)c1N do in these assays?
IkB sig inh: 0.1%; Imprint erasure: -2%; p53ts 39C tox: -2%; p53ts 32C kill: 2%

Results for COc1ccc(C2CC(=O)c3c(O)cc(O)cc3O2)cc1O (stereo unspecified) ?
Imprint erasure: -36%[inhibitor]; p53ts 39C tox: 42%[activator]; p53ts 32C kill: 22%

Results for CCOC(=O)C(NC(C)=O)(Nc1ccc(S(=O)(=O)Nc2cc(C)nc(C)n2)cc1)C(F)(F)F (stereo unspecified) ?
IkB sig inh: -0.9%; Imprint erasure: -3%; p53ts 39C tox: -8%; p53ts 32C kill: -13%

Results for COC(=O)CSc1nnc(-c2ccco2)n1-c1ccc(C)cc1 ?
IkB sig inh: 0.1%; Imprint erasure: 1%; p53ts 39C tox: -1%; p53ts 32C kill: 8%

How did CCOC(=O)Cc1csc(SCC(=O)N2CCN(c3ccc(OC)cc3)CC2)n1 do in these assays?
IkB sig inh: 1.7%; Imprint erasure: -20%; p53ts 39C tox: -5%; p53ts 32C kill: 4%

Results for Cc1ccc(C)c(OC(=O)CSc2nnc(-c3ccc4c(c3)OCO4)o2)c1 ?
IkB sig inh: inconclusive; Imprint erasure: -10%[10.9 µM]; p53ts 39C tox: -19%; p53ts 32C kill: 5%

Results for Cn1cnnc1SC(C(=O)c1ccccc1)c1ccccc1 (stereo unspecified) ?
IkB sig inh: 0.1%; Imprint erasure: -27%; p53ts 39C tox: 11%; p53ts 32C kill: -4%

How did c1ccc(C(c2ccccc2)N2CCC3(CCNCC3)CC2)cc1 do in these assays?
IkB sig inh: 3.8%[11.4 µM]; p53ts 39C tox: -26%; p53ts 32C kill: -11%

Results for O=C(CCc1ccccc1)NCCc1csc(-c2cccc(F)c2)n1 ?
IkB sig inh: 0.1%; Imprint erasure: -6%[10.9 µM]; p53ts 39C tox: -17%; p53ts 32C kill: -7%

What do the screens show for `NC(=O)CN1CCN(C(=O)NC2CCCCC2)CC1`?
IkB sig inh: -2.4%; Imprint erasure: -9%; p53ts 39C tox: 8%; p53ts 32C kill: 1%

Results for CC1CCN(c2nc3c(c(=O)n(C)c(=O)n3C)n2CCSc2nc3ccccc3o2)CC1 ?
IkB sig inh: 2.1%; Imprint erasure: -6%; p53ts 39C tox: 15%; p53ts 32C kill: 7%

What do the screens show for `O=C1CCCc2cc(S(=O)(=O)N3CCCC(C(=O)NCc4ccccc4)C3)ccc2N1` (stereo unspecified)?
IkB sig inh: inconclusive; Imprint erasure: -9%[10.9 µM]; p53ts 39C tox: 9%; p53ts 32C kill: -9%

How did Cc1ccccc1CNC(=O)CN1C(=O)C2CCCCN2c2ccc(C(=O)N3CCCC3)cc21 (stereo unspecified) do in these assays?
IkB sig inh: inconclusive; Imprint erasure: -10%[10.9 µM]; p53ts 39C tox: -9%; p53ts 32C kill: 12%

How did CCc1cccc(NC(=O)CSc2ncc3c(n2)-c2cc(Cl)ccc2N(C)S3(=O)=O)c1 do in these assays?
IkB sig inh: -1.0%; Imprint erasure: -6%[10.9 µM]; p53ts 39C tox: 16%; p53ts 32C kill: -3%

What do the screens show for `COCCCNC(=O)c1ccc2c(c1)nc1n2CCCCC1`?
IkB sig inh: -1.0%; Imprint erasure: -5%[10.9 µM]; p53ts 39C tox: 10µM*; p53ts 32C kill: inconclusive

What do the screens show for `Cc1csc(SCC(=O)NCc2cccs2)n1`?
IkB sig inh: 0.3%; Imprint erasure: -5%; p53ts 39C tox: 3%; p53ts 32C kill: 9%

How did O=C(OCC(=O)N1CCN(C(=O)COC(=O)c2ccncc2)CC1)c1ccncc1 do in these assays?
IkB sig inh: 0.3%; Imprint erasure: 4%; p53ts 39C tox: 5%; p53ts 32C kill: -2%

Results for Cc1cc(C)n(-c2ccc(C(=O)OCC(=O)NCc3ccc(Cl)cc3)cc2)n1 ?
p53ts 39C tox: -6%; p53ts 32C kill: -3%

How did CCOc1ccccc1N(C)C(=O)NCc1noc2ccccc12 do in these assays?
IkB sig inh: -1.3%; Imprint erasure: -5%[10.9 µM]; p53ts 39C tox: -5%; p53ts 32C kill: -2%

How did COC(=O)c1ccc2c(=O)[nH]c(CN3c4ccccc4CC3C)nc2c1 (stereo unspecified) do in these assays?
IkB sig inh: inconclusive; Imprint erasure: -9%; p53ts 39C tox: -11%; p53ts 32C kill: 2%

What do the screens show for `O=C(Nc1cccc(C(=O)N2CCN(c3cccc(Cl)c3)CC2)c1)c1nsc2ccccc12`?
IkB sig inh: 1.2%; Imprint erasure: 2%[10.9 µM]; p53ts 39C tox: -5%; p53ts 32C kill: -9%

Results for Cc1cc(C)cc(NC(=O)c2cc(S(=O)(=O)NCCC3=CCCCC3)ccc2F)c1 ?
IkB sig inh: inconclusive; Imprint erasure: -19%[10.9 µM]; p53ts 39C tox: -4%; p53ts 32C kill: -17%
